# Polio RdRp inh: poliovirus RdRp elongation inhibitors, primary screen, biochemical, fluorescence polarization, total intensity; % elongation, % (compound at 16.7 µg/mL); Genome polyprotein (Poliovirus type 1 (strain Mahoney)), P03300; actives 0.66% (n = 150,000); poliovirus polymerase elongation; hits give low values; AID 588519, 2011; in the data active = % elongation below about 90%; also: some results filed as inactive read as strong as hits
# Target sequence (P03300 1749-2209 limits assumed): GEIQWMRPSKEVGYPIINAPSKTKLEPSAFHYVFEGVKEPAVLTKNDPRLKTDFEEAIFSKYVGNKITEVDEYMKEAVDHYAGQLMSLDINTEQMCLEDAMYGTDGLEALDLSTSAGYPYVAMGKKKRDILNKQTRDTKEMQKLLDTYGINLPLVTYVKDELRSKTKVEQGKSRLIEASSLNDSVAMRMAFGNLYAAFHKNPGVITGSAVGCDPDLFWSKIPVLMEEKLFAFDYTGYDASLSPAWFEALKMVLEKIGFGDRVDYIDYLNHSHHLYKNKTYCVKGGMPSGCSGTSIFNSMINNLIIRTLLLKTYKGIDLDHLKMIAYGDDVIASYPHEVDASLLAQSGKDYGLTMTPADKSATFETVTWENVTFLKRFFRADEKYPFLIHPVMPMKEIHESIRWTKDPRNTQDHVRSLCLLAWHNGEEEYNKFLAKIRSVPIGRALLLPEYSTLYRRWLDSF
# Polio RdRp inh FP z-score: second read-out of Polio RdRp inh, no call of its own (marks repeat the call); z-score; measured here: FP z-score; hits read low
# Numbers without * were called inactive.
SMILES,Polio RdRp inh,Polio RdRp inh FP z-score
N#CC(C#N)=Cc1cccn1S(=O)(=O)c1ccc(F)cc1F,105,1.1
CSc1sc(=S)sc1SCCC#N,103,0.3
COc1ccc(-c2nc(CNS(=O)(=O)c3cccc(F)c3)cs2)cc1,106,0
OCCN1CCN(CCc2ccccc2)CC1,101,0.2
CCc1ccc(-n2nc3ccc(NC(=O)c4ccccc4Br)cc3n2)cc1,99,-0.6
O=C(Cc1csc(N2CCOCC2)n1)N/N=C1\CCCc2ccccc21,104,0.1
CCSc1nnc2c(n1)OC(/C=C/c1ccco1)N(C(C)=O)c1ccccc1-2 (stereo not given),101,0.2
CCC1CN(C(=O)N2CCC(C(=O)N3CCN(c4cccc(C)c4C)CC3)CC2)c2ccccc2O1 (stereo not given),112,0.9
CC(C)CCNC(=O)c1ccc2c(c1)NC(=O)C(CS(=O)(=O)Cc1ccc(F)cc1)N2 (stereo not given),124,2.3
CCN(C(=O)Cn1c(=O)oc2cc(Cl)ccc21)c1cccc(C(F)(F)F)c1,82*,-3.1*
CN(CC(=O)O)S(=O)(=O)/C=C/c1ccccc1,104,0.4
CC(=O)NC(NC(C)=O)C(C)(C)Cc1ccccc1,103,0.9
O=C(CCS(=O)(=O)c1cccs1)Nc1ccc(C(=O)Nc2ccccc2F)cc1,106,0.5
COc1ccc(NC(=O)COC(=O)c2oc3ccc(Br)cc3c2C)cc1OC,102,-0.2
COc1cc(/C=N/NC(=O)CCN2CCCCC2)cc(OC)c1OC,103,0.2

# A run of entries from further up, for reference:
SMILES,Polio RdRp inh,Polio RdRp inh FP z-score
N#CC(C#N)=Cc1cccn1S(=O)(=O)c1ccc(F)cc1F,105,1.1
CSc1sc(=S)sc1SCCC#N,103,0.3

# (continued)
SMILES,Polio RdRp inh,Polio RdRp inh FP z-score
COC(=O)c1ccccc1NC(=O)c1ccc(=O)n(Cc2cccc(C)c2)c1,106,-0.4
CC1Cc2cc(S(=O)(=O)N(C)CC(=O)N3CCOCC3)ccc2N1C(=O)C1CC1 (stereo not given),104,0.3
CC1C/C(=C/c2ccco2)C(C)N(C)C1 (stereo not given),102,-0.3
CN(C)/C=C1/C(=O)Nc2ccccc21,98,-0.1
COc1ccc(CCNC(=O)c2ccc3c(c2)c(C)c(C)n3Cc2ccccc2)c(OC)c1OC,109,0.5
CCc1ccc(NC(=O)C2CC(=O)n3c(nc4ccccc43)N2)cc1 (stereo not given),99,-0.3
NCC(=O)CCC(=O)O,98,-0.2
CCOC(=O)Cc1ccc(NC(=O)N2CC(C)Oc3ccc(Cl)cc32)cc1 (stereo not given),110,0.5
CCc1ccc(NC(=O)c2cc3c(=O)n(Cc4ccco4)ccc3nc2C)cc1,101,0.2
CC(Sc1nnc(C(F)(F)F)n1C)C(=O)Nc1ccc(N2CCOCC2)cc1 (stereo not given),102,-0.1
O=C(Cc1cccs1)Nn1c(Cc2cccs2)nc2ccccc2c1=O,101,-0.1
COc1cccc(-c2nc(SCC(=O)N3CCc4ccccc43)c3c(=O)n(C)c(=O)n(C)c3n2)c1,106,-0.3
O=C(O)CC1C(=O)OCN1C(=O)OCc1ccccc1 (stereo not given),95,-2.1
CCc1cc2c(cc3c(=O)n(CC(=O)N4CCN(c5cc(Cl)ccc5C)CC4)nc(CC)n32)s1,104,-0.8
CC(NC(=O)c1ccc2nc(CCc3ccccc3)oc2c1)c1ccccc1 (stereo not given),107,-0.1
Cn1c(=O)c2cc3c(=O)n(C)c(=O)c3cc2c1=O,101,0.1
CCOc1cc2[nH]c(=O)n(CCCCC(=O)N3CCN(c4cccc(Cl)c4)CC3)c(=O)c2cc1OCC,110,0.8
Cc1nc(N2CCOCC2)c2c(C(=O)N3CCN(c4ccccc4F)CC3)c(C)oc2n1,100,-1
COC(=O)c1cc(NC(=O)c2sc3ncn(Cc4cccc(F)c4)c(=O)c3c2C)cc(C(=O)OC)c1,105,0.1
Cc1c(C(=O)N2CCC(C)CC2)c(S(=O)(=O)NCc2ccccc2)c(C)n1C,103,-0.8
CN(C)c1cccc(C(=O)OCC(=O)c2ccc(F)cc2)c1,105,1.1
Cc1ccc(-n2c(CCC(=O)OCC(=O)NC3CCS(=O)(=O)C3)nc3ccccc3c2=O)cc1 (stereo not given),102,0
CCCn1cc(S(=O)(=O)c2ccc(CC)cc2)c(=O)c2cc(F)c(N(CC)CC)cc21,114,1.5
CN(C)CCNC(=O)CN1C(=O)CCn2nc(-c3cn(C)c4ccccc34)cc21,103,-0.9
COc1ccc(C)cc1S(=O)(=O)NCC(c1ccco1)N1CCc2ccccc2C1 (stereo not given),102,0.1
CN(C)C(=O)C1CCCN1 (stereo not given),100,-0.2
CCOC(=O)N1CCC(n2ccc3nc(SC)ncc3c2=O)CC1,100,-0.2
Cc1ccc(C=C(C#N)C#N)o1,97,-0.6
Cc1cc(C)n(CCCNC(=O)Cn2cnc3ccccc3c2=O)n1,105,0.3
COc1ccc(NC(=O)Cn2c(=O)n(Cc3nc(C)no3)c(=O)c3cc4c(cc32)OCO4)cc1OC,108,0

# Record cards, as listed above. Order of screens: Polio RdRp inh	Polio RdRp inh FP z-score
# CCOC(=O)N1CCC(n2ccc3nc(SC)ncc3c2=O)CC1 is entered as 100	-0.2
# CN(C)c1cccc(C(=O)OCC(=O)c2ccc(F)cc2)c1 is entered as 105	1.1
# COc1ccc(C)cc1S(=O)(=O)NCC(c1ccco1)N1CCc2ccccc2C1 (stereo not given) is entered as 102	0.1
# CN(C)CCNC(=O)CN1C(=O)CCn2nc(-c3cn(C)c4ccccc34)cc21 is entered as 103	-0.9
# Cc1ccc(-n2c(CCC(=O)OCC(=O)NC3CCS(=O)(=O)C3)nc3ccccc3c2=O)cc1 (stereo not given) is entered as 102	0

# (next part)
SMILES,Polio RdRp inh,Polio RdRp inh FP z-score
Cc1ccn2c(Nc3ccccc3C)c(-c3ccccc3)nc2c1,103,-1.6
Cc1cc(C)cc(-n2c(SCC(=O)Nc3ccc4c(c3)OCO4)nc3c([nH]c4ccccc43)c2=O)c1,108,0.1
CCc1ccc(C(=O)c2cn(CC(=O)Nc3ccc4c(c3)OCO4)c3ccc(CC)cc3c2=O)cc1,103,-1.1
CC(C)Cn1cnc2c(c(-c3ccccc3)c(-c3ccccc3)n2Cc2ccco2)c1=N,100,-0.2
CCc1ccc(-n2nc(CO)c(C(=O)NCCCc3ccccc3)n2)cc1,106,-0.2
Cc1ccc(C(=O)NC(C)c2ccc(S(N)(=O)=O)cc2)s1 (stereo not given),100,-0.6
Cc1ccc(NC(N)=O)cc1,106,0.3
Cn1c(C(=O)O)c(CC(=O)N2CCN(Cc3ccccc3)CC2)c2ccccc21,101,0.1
Cc1cc(C)cc(NC(=O)Cn2c(=O)n(-c3ccc(C)c(C)c3)c(=O)c3oc4ccccc4c32)c1,106,-0.1
CCN(CC)CCCNC(=O)c1cn(C)c2ccc(S(=O)(=O)N3CCOCC3)cc2c1=O,102,-0.4
Cc1c(C)n(Cc2ccccc2)c2ccc(C(=O)NCc3ccccc3F)cc12,107,0
COc1ccc2[nH]cc(CCN=C(NC(=O)c3ccccc3F)Nc3nc(C)cc(C)n3)c2c1,107,0.7
CC(=O)Oc1ccc(OC(C)=O)cc1,107,0.6
Cn1c(=O)n(Cc2ccccc2)c(=O)c2c1nc1n2CCN1c1ccccc1,103,-0.6
O=C(NCC(c1ccco1)S(=O)(=O)c1cccs1)c1ccc(Cl)cc1 (stereo not given),111,0.8
CC(C)=NNC(=O)CNc1ccccc1Cl,101,-0.1
Cc1ccc(CCNC(=O)Cn2c(-c3cccs3)cc3cc(F)ccc32)cc1,109,1.3
CCC(C(=O)NCc1ccco1)n1nc(C)c2sc3ccccc3c2c1=O (stereo not given),104,1.2
COc1ccc(Nc2cc(C)c3cc(NC(=O)c4ccccc4Cl)ccc3n2)cc1,107,0.3
Cc1cccc(-c2noc(-c3ccccc3C(=O)NCc3cccnc3)n2)c1,98,-1.7
NC1(CN2CCCCC2)CCCCC1,106,1.4
Cc1ccc(NC(=O)C(C#N)Cc2ccncc2)cc1C (stereo not given),102,0.4
CS(=O)(=O)Nc1ccccc1C(=O)NCCN1CCOCC1,98,-1.6
Cc1cc(F)ccc1S(=O)(=O)Nc1ccc2oc3c(c2c1)C(=O)CC(C)(C)C3,100,0.2
CCSC1(SCC)N=C(N)C2(C#N)C(c3ccc(OC)cc3)C12C#N (stereo not given),104,0.9
CC(C)NCC(O)Cn1c2c(c3ccccc31)CCc1c-2cnn1-c1ccccc1 (stereo not given),99,0
CCCNC(=O)[C@H]1O[C@@H]1C(=O)N[C@H](C(=O)N1CCC[C@H]1C(=O)OC)C(C)CC (stereo not given in full),101,0.3
OC1CCN(Cc2cccc3ccccc23)CC1,100,0.1
O=C1CC(Nc2ccccc2)C(=O)N1c1ccccc1Cl (stereo not given),107,0.5
CCOc1ccc(CCNC(=O)CN2CCN(Cc3ccc(Cl)cc3)C2=O)cc1OCC,112,0.1

# Reprinted at random: three records from the list, in no set order.
SMILES,Polio RdRp inh,Polio RdRp inh FP z-score
Cc1cccc(-c2noc(-c3ccccc3C(=O)NCc3cccnc3)n2)c1,98,-1.7
CC(C)NCC(O)Cn1c2c(c3ccccc31)CCc1c-2cnn1-c1ccccc1 (stereo not given),99,0
Cc1ccc(NC(=O)C(C#N)Cc2ccncc2)cc1C (stereo not given),102,0.4

# Further entries.
SMILES,Polio RdRp inh,Polio RdRp inh FP z-score
N#CC(C(=Nc1ccccc1)SCc1ccc(Cl)cc1)c1nc2ccccc2[nH]1 (stereo not given),111,0.9
Cc1cc(SCc2ccc(C(F)(F)F)cc2)nc(=O)[nH]1,103,0.1
CCOc1ncccc1C(=O)N1CCCSC1=Nc1ccccc1OC,101,-0.1
CCc1ccc(NC(=O)NCCCN2CCCc3ccccc32)cc1,101,-1.2
Cc1cc2[nH][nH]c(=O)c2c(C)n1,102,0
CC1(C)CC(=O)c2cnc(NC(=O)CSCC(=O)Nc3cccc(F)c3)nc2C1,105,1
O=C(OCC(=O)N1CCc2ccccc2C1)c1ccc(Br)o1,101,0
CN1CC(=O)N(CC(=O)Nc2cccc(C#N)c2)c2ccccc2C1=O,106,0
O=C(CNCc1ccc(F)cc1)N1CCC2(CC1)OCCO2,104,0.8
O=C(c1cccs1)c1coc2ccc(O)c(CN(CCO)CCO)c12,98,-0.6
O=C(COC(=O)c1ccccn1)Nc1ccccc1,104,1
CN(C)c1nc(-c2ccc(Cl)cc2)[nH]c(=O)n1,105,0
Cc1cc(C(=O)OCc2cc(=O)oc3cc(C)c(Cl)cc23)c(C)o1,101,-0.4
COc1cc(CNCC2CCCO2)cc(Cl)c1OCC(N)=O (stereo not given),99,-0.7
COc1ccccc1CNC(=O)CSCc1nc(-c2ccc(OC)c(OC)c2)oc1C,106,0

# Part of the list above, with bars between the fields.
mol | Polio RdRp inh | Polio RdRp inh FP z-score
O=C(O)CC1C(=O)OCN1C(=O)OCc1ccccc1 (stereo not given) | 95 | -2.1
COC(=O)c1ccccc1NC(=O)c1ccc(=O)n(Cc2cccc(C)c2)c1 | 106 | -0.4
N#CC(C#N)=Cc1cccn1S(=O)(=O)c1ccc(F)cc1F | 105 | 1.1

# Next section.
SMILES,Polio RdRp inh,Polio RdRp inh FP z-score
Oc1ccc(C=Nc2cccnc2)cc1,101,0.4
NC(=O)CCN1C(=O)C2C3C=CC(C3)C2C1=O (stereo not given),104,0
Cc1ccc(-c2nc(S(=O)(=O)c3ccc(C)cc3)c(N3CCN(c4ccccc4)CC3)o2)cc1,109,0.7
N#CC1=C(N)S[C@H](C(=O)c2ccccc2)[C@H]1c1ccc(Br)c(F)c1,107,0.4
N#Cc1cccnc1Cl,98,-0.2
c1ccc2c(c1)sc1nnc(Sc3ncnc4sc5c(c34)CCCC5)n12,103,0.2
COc1cccc(-c2cc(C(=O)NC3CCC(C)CC3)[nH]n2)c1 (stereo not given),100,-0.9
CCN(CC)C(=O)c1cc(-c2ccccc2)n[nH]1,103,0.3
CN1CCC(N(C)C(=O)NC2CCCCC2)CC1,100,-0.3
OCCN1CCN(c2ncnc3c2cnn3-c2ccc(Cl)c(Cl)c2)CC1,98,-1
CC(=O)N1CC=C(c2ccc(O)cc2)CC1,102,0
C=CCN=C1SC(C)C(=O)N1S(=O)(=O)c1ccccc1 (stereo not given),100,-0.2
CCn1c(SCC#N)nnc1-c1cccc(C)c1,102,0.1
O=C(CSc1ccccc1)N1CCCCCC1,103,-0.2
CC(=O)N/C(=C/c1ccccc1)C(=O)N1CCCCC1,100,0.1
Cc1cccc(N2CCN(C(=O)c3sc4nc5n(c(=O)c4c3C)CCC5)CC2C)c1 (stereo not given),103,-0.7
CN1CCC(N(C)C(=O)c2cc3ccccc3oc2=O)CC1,102,0.2
Cc1c(C(=O)N(CC2CCCO2)C2CCS(=O)(=O)C2)oc2ccc(F)cc12 (stereo not given),99,-0.1
c1ccc(CSc2nnnn2-c2ccccc2)cc1,101,-0.1
Cc1nc2c(c(C)c1CCC(=O)NCCC1=CCCCC1)c(=O)n(C)c(=O)n2C,99,-1.3
C=C(C)c1cccc(C(C)(C)NC(=O)Nc2ccc(N3CCOCC3)cc2)c1,100,-0.4
CC(C)CC(C(N)=O)N1C(=O)c2ccccc2C1=O (stereo not given),101,-0.3
COc1ccc(OCC(=O)NCc2nc3ccccc3[nH]2)cc1,102,-0.2
CCc1ccc(NC(=O)C2CCCN(c3nn4cc(-c5ccc(OC)cc5)nc4s3)C2)cc1 (stereo not given),109,0.5
CC(C)CCNc1nc2c(-c3ccccc3)nnn2c2ccccc12,105,0.3
CCCCCn1c(=O)[nH]c2cc(C(=O)NCc3ccc(F)cc3)ccc2c1=O,106,0.4
CCOc1ccc(NC(=O)C(=O)NCCc2csc(-c3ccc(C(F)(F)F)cc3)n2)cc1,105,-0.5
CC1(C)Cc2ccccc2/C(=C/C(=O)Nc2ccccc2)N1,105,0.6
Cc1ccc(-n2c(/C=C/c3ccccc3)nc3ccccc3c2=O)cc1C,107,-0.2
CCC(=O)N1CCc2cc(Br)cc(S(=O)(=O)CCC(=O)N(CC)Cc3ccccc3)c21,104,-0.4
CCc1ccccc1NC(=O)c1c(NC(=O)c2ccccc2)sc2c1CCCC2,104,0.3
Cc1onc(-c2ccccc2)c1NC(=O)N(Cc1ccccc1)C(C)C,105,0
COc1ccc(-n2ccnc(SCC(=O)Nc3ccccc3)c2=O)cc1,99,-0.7

# Some of the compounds tested; rates above refer to the full screens.
